# Source: PubChem (National Center for Advancing Translational Sciences (NCATS))
# Giardia killer = Small Molecules that selectively kill Giardia lamblia: qHTS. Giardia lamblia trophozoite viability. activity change, % at 7.66 µM, hits read low. actives 0.15% (n = 340,000). AID 540267, 2011; in the data active = activity change below about -80%; inconclusive = between about -30% and that limit;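 note: parasites exposed to compound for two days anaerobically before the ATP read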
#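 Giardia lamblia trophozoites (100 cells/well) were incubated with compounds for 48 h at 37 deg C under anaerobic conditions. Viability was read as ATP content by one-step luminescence after 15-30 min at room temperature.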
# uPA surface inh = qHTS for Inhibitors of Cell Surface uPA Generation | actives 0.31% (n = 330,000) | Potency, µM (titrated, usually from 38.3 µM), inactives show at the highest dose activity change, negative = inhibition, most hits filed as inhibitors | cell surface uPA generation assay, qHTS; active = well fitted inhibition curve with a large enough effect; inconclusive = small, poorly fitted or top-dose-only effect; inactive = no such curve, though single readings can be large or run the other way; tested in mouse RAW 264.7 cells; note: potency is the fitted concentration of half-maximal effect; nearly all actives have a fitted effect of over 55% in size
# USP2a inh = qHTS Assay for Inhibitors of Ubiquitin-specific Protease USP2a Using CHOP2 as the Reporter. Ubiquitin carboxyl-terminal hydrolase 2 (Homo sapiens), O75604. USP2 core, Ub-CHOP2 coupled fluorogenic reporter, 485/531. Potency, µM (titrated, usually from 38.3 µM), without a hit: at the top dose activity change, negative = inhibition, usual class: inhibitors. actives 0.01% (n = 330,000);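 note: potency is the fitted concentration of half-maximal effect; plate controls were DMSO wells for no effect and full inhibition by NEM control for full effect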
#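 Deubiquitinase activity read as fluorescence (485/531 nm) after Ub-CHOP2 cleavage activates the enterokinase reporter on its substrate; USP2 core 10nM, Ub-CHOP2 and substrate 25nM each, 30min compound preincubation then 60min RT; data normalized to NEM, curves fitted.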
# KCNH2 3.1 block = qHTS for Inhibitors of KCHN2 3.1: Mutant qHTS; activity change, % (tested at about 1.8 µM); AID 720553, 2013; U2OS KCNH2 3.1, thallium flux FluxOr; stronger effect = lower value; actives 0.95% (n = 340,000); Potassium voltage-gated channel subfamily H member 2, brain isoform KCNH2 3.1 (human);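 active = maximum activity change below -70%; inconclusive = maximum activity change from -70% to -50%; inactive = maximum activity change above -50%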;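 note: thallium influx rate constant from kinetic fluorescence after stimulation buffer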
#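 Thallium flux read-out: FluxOr dye with Red40 quencher in HBSS/HEPES, 45 min at RT. Rate constants from kinetic reads were normalized to positive and negative DMSO controls. Cells: U2OS virally expressing the 3.1 isoform.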
# Eya2 inh = qHTS Assay for Inhibitors of the Phosphatase Activity of Eya2 | Protein phosphatase EYA2 (Homo sapiens), O00167 | recombinant Eya2, OMFP fluorescence dephosphorylation (OMFP is methylfluorescein phosphate) | Potency, µM (series often up to 76.9 µM), for the others: at the highest dose activity, negative = inhibition, hits mostly inhibitors | actives 0.006% (n = 330,000) | AID 488837, 2010; note: potency is the fitted concentration of half-maximal effect
#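 Eya2 protein (added as 0.2 uM solution) was preincubated with compound for 10 min at ambient temperature in 50 mM HEPES pH 7.5, 50 mM NaCl, 5 uM MgCl2, 0.05% BSA, 1 mM DTT. OMFP (added at 50 uM) then reacted 10 min; fluorescence read at 485/525 nm.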
# B2AR arrestin = qHTS assay of beta-arrestin-biased ligands of beta2-adrenergic receptor | Beta-2 adrenergic receptor (Homo sapiens), P07550 | beta-arrestin recruitment to beta2AR, cell-based reporter | Potency, µM (titrated, usually from 46.1 µM), for the others: at the highest dose activation, most hits filed as activators | actives 0.02% (n = 330,000) | AID 492947, 2010;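 note: potency is the fitted concentration of half-maximal effect; 0% = DMSO controls and full agonism = EC100 isoproterenol or metaproterenol; nearly all actives have a fitted effect of over 65% in size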
# Target sequence (P07550 whole entry, looked up): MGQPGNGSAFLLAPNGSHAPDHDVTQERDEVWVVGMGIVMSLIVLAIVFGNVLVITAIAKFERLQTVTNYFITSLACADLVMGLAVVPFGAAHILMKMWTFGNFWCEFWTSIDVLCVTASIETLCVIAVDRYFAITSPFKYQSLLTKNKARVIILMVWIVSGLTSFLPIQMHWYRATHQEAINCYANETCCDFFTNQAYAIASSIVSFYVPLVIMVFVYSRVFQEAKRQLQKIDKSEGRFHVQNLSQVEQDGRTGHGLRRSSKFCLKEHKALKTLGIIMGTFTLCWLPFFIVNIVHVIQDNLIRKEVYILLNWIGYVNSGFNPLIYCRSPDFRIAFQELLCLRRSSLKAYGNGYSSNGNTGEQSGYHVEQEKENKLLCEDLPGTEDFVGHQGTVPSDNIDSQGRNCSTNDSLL
# Coupling enz = qHTS Assay for Inhibitors of Fructose-1,6-bisphosphate Aldolase from Giardia Lamblia: Coupling assay counterscreen; coupling enzyme system counterscreen, AmpLite Red fluorescence; AID 2472, 2010; actives 0.67% (n = 290,000); activity change, negative = inhibition, % at 58.2 µM, hits read low; in the data active = activity change below about -30%
#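 Coupling enzymes only (glyceraldehyde-3-phosphate) + compound, at 57.5 uM final, 10 min RT; add substrate/coupling/AmpLite Red mix, 20 min RT; fluorescence ex 525/em 598 nm. Actives flag coupling-system interference.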
# PKM2 act = qHTS Assay for Activators of Human Muscle isoform 2 Pyruvate Kinase; Potency, µM (doses to about 57.5 µM), for inactives: top-dose activation, most hits filed as activators; actives 0.34% (n = 260,000); purified PKM2, Kinase-Glo ATP luminescence, activation; response scale: 0% is enzyme alone, no compound; note: potency is the fitted concentration of half-maximal effect; nearly all actives have a fitted effect of over 55% in size
# Target sequence (P14618 whole entry, looked up, canonical isoform): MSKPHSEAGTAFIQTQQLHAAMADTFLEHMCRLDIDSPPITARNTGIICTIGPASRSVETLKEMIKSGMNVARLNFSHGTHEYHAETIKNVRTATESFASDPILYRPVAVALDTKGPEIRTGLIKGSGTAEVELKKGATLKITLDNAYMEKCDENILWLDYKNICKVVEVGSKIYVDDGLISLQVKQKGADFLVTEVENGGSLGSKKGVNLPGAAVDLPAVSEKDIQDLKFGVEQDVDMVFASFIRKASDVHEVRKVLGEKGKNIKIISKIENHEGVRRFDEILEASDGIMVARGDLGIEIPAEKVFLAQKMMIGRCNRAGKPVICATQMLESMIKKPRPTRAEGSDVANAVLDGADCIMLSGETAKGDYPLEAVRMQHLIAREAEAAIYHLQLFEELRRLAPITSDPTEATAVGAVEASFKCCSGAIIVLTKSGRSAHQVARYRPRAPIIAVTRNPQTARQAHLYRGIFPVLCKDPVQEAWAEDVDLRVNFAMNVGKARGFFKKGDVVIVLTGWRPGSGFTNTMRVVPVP
#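 Purified hPK-M2 (>95%) run at intermediate activity with 0.1 mM ADP and 0.5 mM PEP in 50 mM imidazole pH 7.2, KCl, MgCl2; 1 h room temperature. ATP formed read by Kinase-Glo luminescence; normalized to uninhibited and no-enzyme controls.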
# BCR signal inh = qHTS Assay to Find Inhibitors of Chronic Active B-Cell Receptor Signaling; ABC-DLBCL IkBa-CBG/CBR reporter, luminescence ratio, 4 h; Potency, µM (highest dose often 46.1 µM), without a hit: top-dose ratio change, negative = lower green/red ratio, most hits filed as inhibitors; actives 0.05% (n = 340,000); AID 493014, 2011; active = well fitted inhibition curve with a large enough effect in the signal ratio, with a control signal flat, not every such curve was filed as active; inconclusive = small, poorly fitted or top-dose-only effect, or effect the other way, or a change in a side signal; the % refers to the signal ratio;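 note: potency is the fitted concentration of half-maximal effect; plate controls were basal doxycycline-induced cells for no effect and cells given 10 µM MG132 for full effect; MG132 reads +100%, hits lower the ratio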
#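 Compounds up to 46 uM were incubated four hours with TMD8 cells whose green CBG68 luciferase is fused to IkappaBalpha; red CBR luminescence normalised the signal, and concentration-effect curves were fitted to fusion, red and ratio data.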
# hERG WT inh = qHTS for Inhibitors of KCHN2 3.1: Wildtype qHTS; activity change, % at 1.84 µM; Voltage-gated inwardly rectifying potassium channel KCNH2 (Homo sapiens), Q12809; U2OS, BacMam KCNH2, thallium flux FluxOr; stronger effect = lower value; actives 0.37% (n = 340,000); AID 720551, 2013;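 active = maximum activity change below -70%; inconclusive = maximum activity change between -70% and -50%; inactive = maximum activity change above -50%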
#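 U2OS cells transduced with wild-type KCNH2 virus are loaded with FluxOr dye for 45 min, and thallium flux is measured in kinetic reads before and after stimulation buffer. Rate constants are normalized to DMSO controls.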
# GALK inh = qHTS Assay for Inhibitors of Human Galactokinase (GALK); AID 1868, 2009; P51570; Potency, µM (top dose mostly 57.5 µM), without a hit: top-dose activity change, negative = inhibition, most hits filed as inhibitors; actives 0.007% (n = 270,000); Purified GALK, Kinase-Glo residual ATP luminescence; note: potency is the fitted concentration of half-maximal effect
#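 GALK at 5 nM final was combined with compound, 35 uM ATP and 100 uM galactose in HEPES pH8.0 with MgCl2 and DTT. The reaction ran one hour at room temperature before luminescent ATP detection.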
# Starred values were filed as active, the others as inactive; i = inactive; u = inconclusive; x = not tested or not shown; [ ] = remark or other dose. Unless noted, calls come from the whole dose curve; as a rule, active = well fitted curve in the direction sought with a large enough effect; inconclusive = small, poorly fitted or top-dose-only effect, or another doubt; inactive = no such curve, though single readings can be large; an effect the other way counts as inactive or inconclusive. Unless noted, % is set by controls: 0 for no effect and ±100 for the full control effect. This is a random part of the collection (roughly 2.4% active in at least one column).
SMILES,Giardia killer,uPA surface inh,USP2a inh,KCNH2 3.1 block,Eya2 inh,B2AR arrestin,Coupling enz,PKM2 act,BCR signal inh,hERG WT inh,GALK inh
COc1ccc(OC)c(NC(=O)COC(=O)Cc2ccc(-c3ccccc3)cc2)c1,5,5%,-3%,6,1%,-0.1%,0,0%,u,-5,1%
Cc1ccc(C)c(S(=O)(=O)Nc2ccc(O)c(C(=O)O)c2)c1,0,0%,0%,24,31%,-0.1%,7,-2%,-1%,1,-1%
COc1ccc(C2C(C(=O)NCc3ccccc3)=C(C)Nc3ncnn32)cc1OC (configuration not stated),-9,0%,-1%,5,0%,-0.1%,2,0%,-1%,2,0%
C=CCN(CC=C)C(=O)COC(=O)c1ccc(Sc2ncn[nH]2)c([N+](=O)[O-])c1,-12,2%,-2%,-16,7%,0.4%,1,-3%,0%,-6,0%
Cc1cccc(N2CCN(S(=O)(=O)c3cccc4nonc34)CC2C)c1 (configuration not stated),-4,-1%,2%,-17,21%,-0.2%,0,-5%,6%,-7,0%
CCN(CC)C(=O)c1[nH]cnc1C(=O)N[C@@H](CCCCNC(=O)OC(C)(C)C)C(=O)OC(C)(C)C,-8,23%,10%,-11,10%,0.1%,3,0%,u,3,-1%
Cc1ccccc1-n1c(=O)c2ccccc2n2cnnc12,9,-3%,5%,x,-5%,-0.2%,0,-14%,-18%,1,-4%
CCCCn1c(N)c(N(CC(C)C)C(=O)CSc2ccc3c(c2)OCCO3)c(=O)[nH]c1=O,13,-4%,3%,-4,11%,0.1%,x,x,1%,4,x
CC(=O)N1CCC2(CC1)CC(=O)c1cc(OCC(=O)N3CCOCC3)ccc1O2,6,7%,5%,8,-2%,-0.4%,1,3%,u,1,-2%
COc1cccc2cc(C(=O)Oc3ccccc3)c(=O)oc12,-5,3%,1%,9,-18%,-0.4%,-1,1%[11.5 µM],9%,2,7%
CCn1ncc([N+](=O)[O-])c1C(=O)Nc1ccc(C)c(C)c1,-5,u,0%,-4,-22%,0.3%,-4,-4%[11.5 µM],-2%,5,6%
COc1ccc(NC(=O)CN(C)C(=O)c2ccc(=O)[nH]c2)cc1,-16,3%,-3%,-5,1%,-0.9%,-2,-5%,-2%,-1,9%
CCN(CC)CCNC(=O)c1cc2c(=O)n(C)c3ccccc3c2n1C,-1,-14%,-6%,-21,8%,0.1%,1,9%,u,6,2%
COC(=O)c1ccc(-n2nnnc2SCC(=O)Nc2ccccc2F)cc1,-13,21%,3%,12,2%,-0.6%,-1,11%[11.5 µM],u,-7,6%
O=c1c(-c2ccco2)[n+]([O-])c2ccccc2n1OCc1ccccc1[N+](=O)[O-],-17,-7%,-1%,0,6%,0.0%,-5,6%,-3%,-1,13%
COC(=O)c1ccc(=O)n(-c2ccc(OC)cc2)c1,-10,0%,1%,-4,0%,-0.1%,-3,0%,-1%,20,-2%
CCn1nnc(NC(=O)c2sc3ccccc3c2Cl)n1,-5,-13%,1%,2,-8%,-0.5%,1,-5%,-11%,-11,-4%
CCOc1ccc(/C=N/NC(=O)Cc2csc(Nc3cccc(C(F)(F)F)c3)n2)c(OCC)c1,5,6%,-4%,-7,-11%,u,-1,2%,12%,-9,0%
COc1ccc(CC(=O)N2CCC(c3ccccc3)C2)cc1 (configuration not stated),-13,-2%,5%,1,-26%,0.5%,3,-1%,0%,2,-1%
O=C(c1ccc(CSc2nc3ccncc3[nH]2)cc1)N1CCN(c2cccc(Cl)c2)CC1,0,u,-1%,-9,-4%,-1.7%,1,-4%,u,-3,x
Cc1ccc(CN(CC(=O)NC2CCCC2)C(=O)c2csnn2)cc1,11,2%,-4%,10,-7%,-0.7%,-1,x,5%,-3,5%
CC(=O)c1ccc(N2CCN(C(=O)c3ccco3)C(C)C2)c(F)c1 (configuration not stated),2,3%,1%,0,8%,0.0%,4,-4%,u,-1,0%
CC(C)C[C@H](NC(=O)N1CC(=O)Nc2ccccc21)C(=O)N[C@@H](C(=O)O)c1ccccc1,-14,-7%,-2%,-4,-10%,0.1%,2,x,-2%,-5,4%
CC(C)(C)c1nc(CN2CCOCC2)ccc1O,2,2%,1%,-4,4%,-0.3%,-4,-23%,-17%,21,-2%
Cc1ccccc1-c1nnc(NC(=O)CSc2nc3ccccc3s2)s1,-29,-4%,2%,-12,-6%,-0.5%,0,-2%,7%,2,x

# Next section:
SMILES,Giardia killer,uPA surface inh,USP2a inh,KCNH2 3.1 block,Eya2 inh,B2AR arrestin,Coupling enz,PKM2 act,BCR signal inh,hERG WT inh,GALK inh
Cc1ccccc1N(CC(=O)N/N=C/c1ccc(N(C)C)cc1)C(=O)c1ccccc1,49[activator],0%,-7%,0,6%,12%,-3,1%,u,-6,0%
N#CCCn1cc(C(=O)Nc2ccc([N+](=O)[O-])cc2)c(-c2cc3ccccc3o2)n1,5,-13%,-1%,-40,7%,-0.4%,1,0%,u,x,-2%
CCOCCOc1nc(C)cc(C)c1S(=O)(=O)c1ccccc1C,17,-3%,4%,1,5%,-0.8%,0,3%,5%,i,-3%
COC(=O)Cc1nnc(NC(=O)c2ccccc2)s1,-11,3%,1%,-6,7%,-0.2%,-2,-18%,-1%,4,6%
C=CCOc1ccc(CNCCc2ccc(S(N)(=O)=O)cc2)cc1,-1,-6%,1%,-37,6%,-0.3%,5,-9%,u,33,1%
Cc1cccc(C)c1NC(=O)c1cc(S(=O)(=O)N2CCOCC2)cn1C,16,-4%,1%,38,u,-0.2%,0,0%,x,2,x
C[C@H](CO)N1C[C@H](C)[C@@H](CN(C)S(=O)(=O)c2ccc(F)cc2)Oc2c(NC(=O)Cc3ccccc3)cccc2C1=O,-8,-1%,0%,-38,-1%,-1.0%,x,x,1%,-2,x
CCOC(=O)N1CCN(C(=O)c2cnn3ccccc23)CC1,-4,12%,1%,-1,4%,0.2%,-2,1%,5%,0,2%
CCN(CC)CCn1c(=S)[nH]c2cc(C(=O)NCc3ccccc3Cl)ccc2c1=O,26,-9%,0%,-44,-5%,0.2%,0,x,u,27,1%
O=C(Nc1ccc(F)cc1)/C(Cl)=C/c1ccccc1,3,-10%,6%,-14,u,0.3%,0,3%,u,-2,-2%
COC(=O)Cn1c(=NC(=O)C(C)(C)C)sc2c(C)cc(C)cc21,-12,-10%,0%,16,-23%,-0.2%,0,2%,-4%,1,-3%
CCc1ccc2oc(=O)cc(CN3CCC(C)CC3)c2c1,-5,-1%,4%,4,1%,0.3%,0,19%,-10%,0,4%
C[C@H](NC(=O)Cc1cccc2ccccc12)C(=O)NCc1ccccc1,5,4%,-1%,-16,12%,-0.2%,0,-3%,-2%,-4,-2%
CN(C)/C=N/c1nc2nccc(-c3ccccc3)n2n1,39[activator],-3%,0%,-8,6%,0.2%,-3,-6%,-17%,4,7%
CCOC(=O)c1ccc(N=Cc2nc(-c3ccccc3)oc2OC(C)=O)cc1,21,0%,2%,-1,-2%,-0.2%,0,11%,u,-7,-2%
COc1ccc(OC)c(N(CC(=O)Nc2ccc3c(c2)OCO3)S(=O)(=O)c2ccccc2)c1,0,3%,0%,-17,12%,-1.0%,0,-1%,u,-10,-1%
CCOC(=O)c1c(C2COc3ccccc3O2)csc1N (configuration not stated),0,x,-1%,-1,-12%,0.0%,1,-8%,u,-36,1%
O=C(Nc1ccccc1)Nc1ccncc1,-22,-1%,-1%,19,10%,-0.3%,2,-4%,u,-3,4%
Cc1ccc(NC(=O)C(=O)NCc2ccncc2)cc1,18,-3%,1%,2,0%,0.0%,1,-1%,u,3,3%
CC(OC(=O)c1cccc(S(=O)(=O)N(C)C)c1)C(=O)NCc1ccc2c(c1)OCO2 (configuration not stated),1,13%,1%,6,-6%,-0.3%,x,x,-1%,24,x
CCOC(=O)[C@H]1[C@H]2COc3ccccc3[C@@H]2N2C(=O)c3ccc(Cl)cc3NC(=O)[C@@]12C,18,-15%,-1%,-7,3%,11%,x,x,u,-3,x
O=C(COC(=O)c1ccccc1NCCO)NNC(=O)c1cccs1,0,1%,3%,10,12%,0.1%,x,x,-7%,-4,x
O=C(O)c1ccc(N2C(=O)CCCC2=O)cc1,6,-1%,1%,-15,-11%,0.1%,0,1%,-14%,-7,-1%
